GAA glycogen mod: qHTS Assay for Inhibitors and Activators of Human alpha-Glucosidase Cleavage of Glycogen; hit rate 0.38% among 300,000; Lysosomal alpha-glucosidase (Homo sapiens), P10253; Potency, µM (highest dose often 76.4 µM), inactives show at the top dose activity change, negative = inhibition, actives largely listed as inhibitors; recombinant GAA, glycogen substrate, Amplex Red glucose oxidase fluorescence; active = well fitted inhibition curve with a large enough effect; inconclusive = small, poorly fitted or top-dose-only effect, or another doubt; inactive = no such curve, though single readings can be large or run the other way;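 also: 0% = full enzyme reaction and -100% = no-enzyme basal signal; the screen sought inhibitors and activators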
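Recombinant human alpha-glucosidase (4 nM final) hydrolysed bovine liver glycogen (30 ug) for 40 min at 37 C in pH 5.0 citrate/phosphate with 0.01% Tween-20. Released glucose detected by glucose oxidase/Amplex Red, Ex 573/Em 610 nm. Compounds up to 77 uM; AC50 from Hill fits.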
* marks the source's active call; other numbers are inactive results; ? = inconclusive; & = joins results of further samples; [ ] = remark or other dose. Potency is read from the fitted curve at half-maximal effect. This is a subset, so the mix of outcomes need not match the whole.

No.	Structure	GAA glycogen mod
1	Cn1c2ccccc2c2cnn(CC(=O)N3CCN(c4cccc(C(F)(F)F)c4)CC3)c(=O)c21	0%[76.3 µM]
2	CC(C)n1c(CN(C)c2ccccc2)nc2ccccc21	0%[76.3 µM]
3	COc1ccc(-c2cc(C(F)(F)F)nc(SCC(=O)NCC(C)C)n2)cc1OC	3%[76.3 µM]
4	CC(C)[C@H](NC(=O)C1CC(=O)N(c2ccc3c(c2)OCO3)C1)C(=O)NC1CCCC1 (stereo partly drawn)	-2%[76.3 µM]
5	Cc1cc(C)cc(NC(=O)CN(C)S(=O)(=O)c2ccc3[nH]c4c(c3c2)CCCC4)c1	5%[76.3 µM]
6	CC(C)(C)c1ccc(Oc2nc3ccccn3c(=O)c2/C=C(\C#N)c2nc3ccccc3[nH]2)cc1	-3%[76.3 µM]
7	COc1cccc(CNc2ncc(C(=O)Nc3cc(OC)c(OC)c(OC)c3)c(C)n2)c1	-3%
8	O=C(CCC(=O)N1CCCCCC1)NCc1ccc(F)cc1	2%[76.3 µM]
9	CCCn1c(SCC(=O)NNC(=O)c2ccc(OC)cc2)nnc1C(C)C	0%[76.3 µM]
10	Cc1cccc(OC(C)C(=O)N2CCc3ccccc3C2)c1 (stereo not drawn)	-3%[76.3 µM]
11	COc1ccc(-c2nc3ccccc3n3c(-c4cccc(C)c4)c4c(=O)n(C)c(=O)n(C)c4c23)cc1OC	2%[76.3 µM]
12	CCC(C)(O)c1[nH]c2ccc(C#N)cc2c1C (stereo not drawn)	15%[76.3 µM]
13	CCOC(=O)Cn1c(-c2cccs2)cc2cc(Cl)ccc21	-6%[76.3 µM]
14	COc1ccccc1-c1cnn2c(N3CCOCC3)cc(C)nc12	0%
15	O=C(CNC(=O)c1ccccc1F)N/N=C/c1cccs1	2%
16	COc1cccc(C(=O)Nc2nnc(S(=O)(=O)N3CCCC3)s2)c1	0%&14%[76.3 µM]
17	O=C(CCl)N1c2ccccc2CCc2ccccc21	-3%[76.3 µM]
18	COC(=O)[C@H](Cc1ccccc1)NC(=O)C1(OC(C)=O)CC(OC(C)=O)C(OC(C)=O)C(OC(C)=O)C1 (stereo partly drawn)	6%
19	CCN(Cc1ccc2c(c1)OCO2)C(=O)/C=C/c1cccc(Br)c1	2%
20	CCCCC(=O)Nc1c2c(nn1-c1ccc(C)cc1)CS(=O)(=O)C2	-17%
21	COc1ccc(C(=O)N(C)CCCC2CCCC2)cc1OC1CCN(C(C)=O)CC1	0%[76.3 µM]
22	CC(C)C(=O)N1CCN(CCN2C(=O)c3cccc4cccc(c34)C2=O)CC1	-14%
23	COc1ccccc1C(=O)NC(=S)NC12CC3CC(CC(C3)C1)C2	4%[76.3 µM]
24	O=C(CCCn1c(=O)c2cccn2c2ccccc21)Nc1cc(C(F)(F)F)ccc1Cl	8%[76.3 µM]
25	CCOC(=O)C1=C(COC(=O)/C=C/c2ccc(Cl)cc2)NC(=O)NC1C (stereo not drawn)	2%[76.3 µM]
26	Cc1ccc(Nc2nc3c(S(=O)(=O)c4ccccc4)nnn3c3ccc(Cl)cc23)c(C)c1	-7%[76.3 µM]
27	CCc1ccc(CCC(=O)Nc2ccc(C(=O)O)cc2)o1	-10%[76.3 µM]
28	COC(=O)c1c(-c2cccs2)csc1NC(=O)c1ccc(OC)c(OC)c1	13%[76.3 µM]
29	CN(Cc1cccc(F)c1)C(=O)c1cc(=O)[nH]c2ccccc12	1%[76.3 µM]
30	CC(C)c1ccc(Nc2c(-c3ccc(N(C)C)cc3)nc3cnccn23)cc1	?
31	CCOC(=O)c1c(NC(=O)c2cc(=O)c3cc(C)cc(C)c3o2)sc(C)c1C	-2%[76.3 µM]
32	CCc1ccc(CNC(=O)CCC(=O)n2ncc3cc(C)ccc32)cc1	9%[76.3 µM]
33	Cc1ccc(C)c(OCCC(=O)NCCc2ccc(F)cc2)c1	-5%[76.3 µM]
34	Cn1c(N)c(S(=O)(=O)NCc2ccc(F)cc2)c(=O)n(C)c1=O	-4%[76.3 µM]
35	CCOC(=O)c1cccc(NC(=O)COc2ccc3c(C)cc(=O)oc3c2)c1	7%[76.3 µM]
36	COc1ccc(-c2cc(C(=O)NCc3ccco3)c3ccccc3n2)c(OC)c1	-2%[76.3 µM]
37	CC(NS(=O)(=O)c1ccccc1Cl)C1CC2CCC1C2 (stereo not drawn)	-7%
38	CCOC(=O)c1cnc2c(C)cc(C)cc2c1NCCN1CCOCC1	11%[76.3 µM]
39	O=C1CC(c2nc3ccccc3n2CCCOc2ccccc2)CN1c1ccc(F)cc1 (stereo not drawn)	5%[76.3 µM]
40	O=C(NCC(O)c1ccccc1)c1ccc(Cl)c(S(=O)(=O)N2CCCCC2)c1 (stereo not drawn)	2%[76.3 µM]
41	CCn1cc(C(=O)N[C@@H](CCSC)C(=O)NCCOC)c(=O)c2cc3c(cc21)OCO3	2%
42	CCOC(=O)c1cnc2c(Cl)cc(Cl)cc2c1NCCCN1CCOCC1	18%[76.3 µM]
43	Fc1ccc(NCc2nc3ccccc3n2CCOc2ccccc2Cl)cc1	-1%[76.3 µM]
44	O=C(CN1CCCCCCC1)N/N=C/c1ccc([N+](=O)[O-])o1	-8%[76.3 µM]
45	O=C(Nc1nccs1)c1ccc(Br)s1	-4%[76.3 µM]
46	C=CCN(C(=O)c1ccccc1)C1CCS(=O)(=O)C1 (stereo not drawn)	9%[76.3 µM]
47	CC(C)C[C@H](NC(=O)N1CC(=O)Nc2ccccc21)C(=O)N[C@@H](Cc1ccccc1)C(=O)O	17%[76.3 µM]
48	COC(=O)c1ccc(NC(=O)CCC(=O)c2ccc(F)cc2)cc1	-7%
49	CC(C)Oc1ccc(CNC(=O)CCCN2C(=O)c3cccnc3Oc3ccc(Cl)cc32)cc1	-5%[76.3 µM]
50	COc1ccc(S(=O)(=O)Nc2c(NC3CCCCC3)c3ccccc3oc2=O)cc1	?
51	O=C(Nc1ccccc1F)c1nc(SCc2ccc(F)cc2)ncc1Cl	17%[76.3 µM]
52	O=[N+]([O-])c1c(Nc2cccc(O)c2)cc(Cl)c2nonc12	-11%[76.3 µM]
53	CCOc1ccccc1CN1CCCC(C(=O)c2ccc(OC)c(OC)c2)C1 (stereo not drawn)	-5%[76.3 µM]
54	Cc1cc(=O)[nH]c(SCc2ccc(Cl)cc2Cl)n1	5%
55	COc1ccc(N(CC(=O)NCC2CCCO2)S(=O)(=O)c2ccccc2)cc1OC (stereo not drawn)	-5%[76.3 µM]
56	COc1ccc(NC(=O)CSc2ccc3nnc(CCNC(=O)c4ccccc4)n3n2)cc1OC	0%[76.3 µM]
57	COC(=O)C(Cc1ccccc1)NCC(=O)Nc1cccc(Cl)c1C (stereo not drawn)	-1%
58	Cc1ccc(N(CC(=O)NC2CCCC2)C(=O)CCC(=O)Nc2ccccn2)cc1C	5%
59	Cc1cc(C)c(NC(=O)COC(=O)C2CCC2)c(Cl)c1	-5%[76.3 µM]
60	COCCNC(=O)C(=O)Nc1ccc2nc3n(c(=O)c2c1)CCCCC3	13%[76.3 µM]

Further entries:
No.	Structure	GAA glycogen mod
61	CCC(C)[C@H](NC(=O)[C@@H]1CSC2c3ccccc3C(=O)N21)C(=O)N1CCCCC1 (stereo partly drawn)	0%[76.3 µM]
62	COc1ccc(CNC(=O)c2cc3c(s2)-c2c(C)cccc2OC3)cc1	-4%[76.3 µM]
63	COc1cccc(C(C)NC(=O)C2CCCO2)c1 (stereo not drawn)	0%[76.3 µM]
64	CC(NC(=O)c1ccccc1)c1nc2ccccc2n1Cc1ccc(Cl)cc1 (stereo not drawn)	13%[76.3 µM]
65	Cc1ccc(C)c(OCc2cc(C(=O)N(C)Cc3nccn3C)no2)c1	-1%[76.3 µM]
66	COc1ccc(-c2nc(CS(=O)(=O)CC(=O)NC3CCCCC3C)c(C)o2)cc1 (stereo not drawn)	-1%[76.3 µM]
67	CCNc1nc(NC(C)C)nc(NS(=O)(=O)c2ccc(C)cc2)n1	3%[76.3 µM]
68	O=C(NC(=S)Nc1cccc([N+](=O)[O-])c1)C1CCCCC1	-3%[76.3 µM]
69	COc1ccc(Cl)cc1NC(=O)c1[nH]c(C)c(C(C)=O)c1C	-11%
70	COc1ccc(Cl)cc1NC(=O)CSc1ccc2nnc(CCNS(=O)(=O)c3ccccc3)n2n1	13%[76.3 µM]
71	CCOc1ccc(CCNC(=O)CCc2cn(Cc3ccc(C)cc3)c3ccccc23)cc1	9%[76.3 µM]
72	O=C(Nc1ccc2[nH]ncc2c1)c1ccc(F)cc1	-11%[76.3 µM]
73	COc1ccc(/C=C(\NC(=O)c2ccc(C)cc2)C(=O)NCCN2CCOCC2)cc1	1%
74	COc1ccccc1C(=O)N1c2ncnn2C2(CCCCC2)[C@@H]2CCCC[C@@H]21	-1%[76.3 µM]
75	CCn1c(CNC(=O)C23CC4CC(CC(C4)C2)C3)nnc1SCC(=O)Nc1ccccc1	-1%[76.3 µM]
76	Cc1ccc(NC(=S)NC(=O)C2CC2)c(C)c1	0%[76.3 µM]
77	O=C(Nc1nnc(-c2ccccc2Cl)s1)c1ccccc1F	-7%
78	CCS(=O)(=O)Nc1ccc(C(=O)NCCSc2ccccc2)cc1	-1%[76.3 µM]
79	O=C(Nc1cccc(C(=O)NC2CCCC2)c1)c1ccccc1	-3%[76.3 µM]
80	Cc1cc(C)c2c(n1)SCC(=O)N2CC(=O)Nc1ccccc1Cl	11%[76.3 µM]
81	Fc1ccc(F)c(NC2=NCCCCC2)c1	-3%[76.3 µM]
82	C=Cc1ccc2c(c1)OCCOCCOCCOCCOCCO2	7%[76.3 µM]
83	Cc1ccc(NC(=O)CN2C(=O)CCSc3ccc(S(=O)(=O)N4CCCC4)cc32)cc1C	-4%[76.3 µM]
84	COc1ccc(C(=O)N(Cc2ccc(N(C)C)cc2)Cc2ccco2)cc1Cl	-13%[76.3 µM]
85	COc1ccc(-c2cc(C(F)(F)F)nc(SCC(=O)Nc3ccc(O)cc3)n2)cc1OC	-16%[76.3 µM]
86	O=C(Cn1ccc(C(F)(F)F)n1)NNC(=O)c1cccnc1	-5%[76.3 µM]
87	CCOC(=O)Cc1c(C)nc2c(-c3ccc(OC)c(OC)c3)c(C)nn2c1C	1%[76.3 µM]
88	O=C(CCc1nc(-c2ccccc2Cl)no1)Nc1cccnc1	-6%
89	CC(=O)c1ccc(N2CCN(CC(O)c3ccccc3)CC2)cc1 (stereo not drawn)	-1%
90	O=C(NCC1CCCO1)c1cccc(C(=O)NCC2CCCO2)c1 (stereo not drawn)	-2%[76.3 µM]

A different layout for part of the listing above:
[79] O=C(Nc1cccc(C(=O)NC2CCCC2)c1)c1ccccc1
  GAA glycogen mod = -3%[76.3 µM]

[80] Cc1cc(C)c2c(n1)SCC(=O)N2CC(=O)Nc1ccccc1Cl
  GAA glycogen mod = 11%[76.3 µM]

(more compounds)
No.	Structure	GAA glycogen mod
91	COc1cc(OC)cc(C(=O)Nc2ccc3nc4n(c(=O)c3c2)CCCC4)c1	0%
92	COCCNC(=O)Cn1c(-c2cccs2)cc2cc(Cl)ccc21	-5%[76.3 µM]
93	Cc1cc(C)c2c(CN3CCC(C)CC3)cc(=O)oc2c1C	3%
94	CCCn1c(SCc2nc(-c3ccc(OC)c(OC)c3)no2)nnc1-c1ccccc1	11%[76.3 µM]
95	O=C(NNS(=O)(=O)c1ccc(F)cc1)c1ccccc1F	-19%[76.3 µM]
96	CC1C(=O)Nc2ccccc2N1C(=O)c1ccc(Cl)cc1 (stereo not drawn)	-6%
97	Cn1c(-c2ccc(Br)cc2)cnc1NCc1ccc(C#N)cc1	?
98	Cc1ncc2c(n1)-c1cc(F)ccc1SC2	-4%
99	CCn1c(CN2CCCCC2)nc2cc(NC(=O)c3cc(OC)c(OC)c(OC)c3)ccc21	2%[76.3 µM]
100	Cc1csc(NC(=O)c2cccc([N+](=O)[O-])c2C(=O)O)n1	16%[76.3 µM]
101	CCc1ccc(NS(=O)(=O)c2ccc3[nH]cc(C(=O)N4CCCCCC4)c(=O)c3c2)cc1	-9%[76.3 µM]
102	CON(c1nc(Cl)nc(N(C)C)n1)S(=O)(=O)c1ccc(C)cc1	4%
103	Cc1ccc(C(=O)NCc2ccco2)o1	-10%[76.3 µM]
104	O=C(NCCCc1ccccc1)c1nn(-c2ccccc2)nc1CO	-4%[76.3 µM]
105	CSc1nc2ccccc2c(=O)n1C1CCCCC1	2%
106	O=C1Nc2ccc(F)cc2C12OCCO2	-8%
107	CN1CCC(CNC(=O)Nc2ccccc2)(c2ccccc2)CC1	0%[76.3 µM]
108	COc1ccc(NC(=S)NC(=O)c2cncc(Br)c2)c(OC)c1	-1%
109	CC1CCCCN1C(=O)CSc1nnc(-c2ccccc2Cl)o1 (stereo not drawn)	11%[76.3 µM]
110	O=C(O)COc1cccc(/C=C2/SC(=S)N(Cc3ccccc3)C2=O)c1	1%

Of the compounds above, seven have two or more sulfur atoms:
No.	Structure	GAA glycogen mod
16	COc1cccc(C(=O)Nc2nnc(S(=O)(=O)N3CCCC3)s2)c1	0%&14%[76.3 µM]
28	COC(=O)c1c(-c2cccs2)csc1NC(=O)c1ccc(OC)c(OC)c1	13%[76.3 µM]
45	O=C(Nc1nccs1)c1ccc(Br)s1	-4%[76.3 µM]
70	COc1ccc(Cl)cc1NC(=O)CSc1ccc2nnc(CCNS(=O)(=O)c3ccccc3)n2n1	13%[76.3 µM]
78	CCS(=O)(=O)Nc1ccc(C(=O)NCCSc2ccccc2)cc1	-1%[76.3 µM]
83	Cc1ccc(NC(=O)CN2C(=O)CCSc3ccc(S(=O)(=O)N4CCCC4)cc32)cc1C	-4%[76.3 µM]
110	O=C(O)COc1cccc(/C=C2/SC(=S)N(Cc3ccccc3)C2=O)c1	1%

Screens deposited in PubChem by National Center for Advancing Translational Sciences (NCATS).
